MrgX1 antag: antagonists of human MrgX1 receptor, primary screen, HEK293 cells, Fluo-4 calcium flux. Mas-related G-protein coupled receptor member X1 (Homo sapiens), Q96LB2. BAM8-22 antagonism; active compounds read low. B-score at 10 µM. 310,000 tested, 1.3% active. AID 588676, 2011;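 active = calcium-response B-score plate-corrected more than 3 library SD below zero, starting fluorescence within 5 deviations, no agonist response on first addition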;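 note: peak minus trough fluorescence over baseline after final BAM8-22 challenge near maximal dose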
Target sequence (Q96LB2 whole entry, looked up): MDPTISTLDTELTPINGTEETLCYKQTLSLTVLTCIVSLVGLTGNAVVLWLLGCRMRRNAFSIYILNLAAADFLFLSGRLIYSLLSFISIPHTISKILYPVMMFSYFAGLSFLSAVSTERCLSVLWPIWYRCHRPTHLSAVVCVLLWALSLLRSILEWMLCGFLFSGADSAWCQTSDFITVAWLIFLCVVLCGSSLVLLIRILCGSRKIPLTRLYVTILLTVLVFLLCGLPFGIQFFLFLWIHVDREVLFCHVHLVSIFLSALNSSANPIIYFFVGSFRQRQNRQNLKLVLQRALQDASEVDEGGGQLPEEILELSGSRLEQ
TRPC4 block: inhibitors of mouse TRPC4 channel, primary screen, Fluo4 calcium, HEK293 TRPC4beta/mu-opioid cells; Short transient receptor potential channel 4 (Mus musculus), Q9QUQ5; DAMGO-evoked Fluo4 calcium flux; active compounds read low; B-score at 10 µM; 300,000 tested, 0.39% active; AID 2247, 2010;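 active = B-score over 3 SD under the library average, no early fluorescence shift, positive overall ratio signal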
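Assay system: HEK293 cells with stable TRPC4beta plus mu-opioid receptor expression. Dosing: single dose. Measured by: Fluo4 Ca2+ flux fluorescence. Also added: DAMGO in two steps, submaximal then maximal. Read-out: B score from integrated Fluo4 fluorescence ratio.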
TRPC4 act: activators of mouse TRPC4 channel, primary screen, Fluo4 calcium, HEK293 TRPC4beta/mu-opioid cells. Short transient receptor potential channel 4 (Mus musculus), Q9QUQ5. Fluo4 calcium fluorescence; active compounds read high. B-score at 10 µM. 310,000 tested, 0.49% active;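 active = B-score above 5 SD of library B-scores, and initial fluorescence ratio not above library mean plus 5 SD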;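 note: positive B-score marks a calcium rise read as TRPC4 activation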
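System: HEK293 cells stably co-expressing mouse TRPC4beta and mu-opioid receptor; Schedule: Fluo4 dye loading 45 min at room temperature, 110 s recording; Detection: Fluo4 fluorescence, kinetic; Evaluation: B-scored integrated calcium fluorescence ratio; Controls: buffer (low) and maximal DAMGO (high).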
SKKanGAS inh: S. pyogenes SKKanGAS growth inhibitors in kanamycin, primary screen, streptokinase expression inhibitor project, SKKanGAS strain, BacTiter-Glo luminescence | 6 h | 300,000 tested, 1.3% active | inhibition, % at 7.5 µM;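 active = mean replicate score, as percent of positive control median, at least 50; inconclusive = mean below 50 but one replicate at or above 50; inactive = mean and every replicate below 50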;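 note: strain carries kanamycin resistance gene driven by streptokinase promoter and grows in 40 µg/ml kanamycin; loss of luminescence reflects streptokinase promoter inhibition or plain growth inhibition; 0% = median of DMSO wells and 100% = positive control at its reference dose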
HIF act: HIF pathway transcriptional activators, primary screen, cell-based, U2OS HRE-luciferase, luminescence; 300,000 tested, 0.32% active; AID 1910, 2009; activation, % at 7.5 µM (by protocol); U2OS HRE-luciferase reporter; normalized: DMSO 0%, desferrioxamine 100%;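 active = mean activation of at least 10% of the iron chelator positive control signal, with at least half of replicates also reaching 10%; inconclusive = mean and replicate majority disagree about reaching 10%; inactive = mean and most replicates under 10%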
TRPC6 act: mouse TRPC6 channel activators, primary screen, cell-based, HEK293, membrane potential dye. HEK293-TRPC6 membrane potential dye fluorescence; active compounds read high. B-score at 10 µM. 310,000 tested, 0.13% active. AID 2550, 2010;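 active = B-score of the integrated fluorescence ratio above library mean plus 3 SD, and starting fluorescence ratio within library mean plus 5 SD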;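 note: higher score means more depolarization so channel activation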
TRPC6 inh: mouse TRPC6 channel inhibitors, primary screen, cell-based, HEK293, membrane potential dye | ACh-evoked depolarization; active compounds read low | Short transient receptor potential channel 6 (Mus musculus), Q61143 | B-score at 10 µM | AID 2553, 2010 | 310,000 tested, 1.1% active;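 active = B-score under library mean minus 3 SD, initial fluorescence not abnormally high, positive integrated signal ratio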;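 note: B-score derived from integrated fluorescence ratio over the kinetic read; more negative B-score means stronger inhibition of depolarization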
KLF5 inhibitor: KLF5 expression inhibitors, primary screen, DLD-1 cells, luminescence. inhibition, % at 5 µM. DLD-1 KLF5 promoter-luciferase reporter. 290,000 tested, 0.23% active;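 active = inhibition above a per-plate limit of that plate's mean compound inhibition plus 3 SD, cut at about 60% in these data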;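 note: 0% = DMSO wells and 100% = LY294002 at 200 µM; higher means less KLF5 promoter-driven luciferase light; inactives centre near -14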
IEC-6 cytotox: cytotoxicity in IEC-6 intestinal epithelial cells, primary screen, cytotoxicity control for KLF5 inhibitor project, cell-based, luminescence. IEC-6 cytotoxicity, luminescence viability. inhibition, % at 5 µM. 290,000 tested, 0.78% active; in the data active = inhibition above about 22%;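 note: 0% = plate median of test compound wells and 100% = cytotoxic reference compound wells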
aSyn UTR inh: MLPCN primary screen, SNCA 5' untranslated region; alpha-synuclein 5'UTR reporter, inhibitor activity; inhibition, % (tested at 7.5 µM); 300,000 tested, 0.82% active; AID 1813, 2009; in the data active = inhibition above about 60%; inconclusive = no clear call, values can overlap the other calls;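 note: H4 neuroglioblastoma cells stably carrying SNCA 5'UTR luciferase fusion; 0% = DMSO wells and 100% = positive control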
TRPC4 PAM: positive allosteric modulators of TRPC4, primary screen, cell-based, mouse TRPC4beta, HEK293 mu-opioid, Fluo-4 calcium | 310,000 tested, 0.42% active | B-score at 10 µM | DAMGO EC20, Fluo-4 Ca2+ flux; active compounds read high | Short transient receptor potential channel 4 (Mus musculus), Q9QUQ5;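 active = B-score of calcium response area above 5 SD of library B-scores, with initial fluorescence ratio within 5 SD of library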;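 note: B-score of integrated fluorescence ratio over time as area under calcium response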
* = called active by the depositor; i = inactive; ? = inconclusive; / = not tested or not shown.

SMILES	MrgX1 antag	TRPC4 block	TRPC4 act	SKKanGAS inh	HIF act	TRPC6 act	TRPC6 inh	KLF5 inhibitor	IEC-6 cytotox	aSyn UTR inh	TRPC4 PAM
Cc1ccc(C(=O)NCCCNC(=O)c2ccccc2F)cn1	i	i	i	2	0.0	i	i	-15	0	-12	i
O=C(Cc1ccc(F)cc1)N1CCC(CC2CC(c3ccc(Cl)cc3)=NO2)(C(=O)NCC2CCCCC2)CC1 (stereo not drawn)	i	i	i	34	0.1	i	i	-13	-7	27	i
Cc1onc(-c2ccccc2)c1C(=O)n1nnc2ccccc21	i	i	i	-9	-0.7	i	i	-17	3	16	i
COc1ccc(NS(=O)(=O)c2cc(NC(=O)c3sccc3C)ccc2N2CCOCC2)cc1	i	i	i	8	2.6	i	i	-22	-3	-43	i
CC1C2C(c3ccccc3)N(C)C(=O)N(C)C2N(C)C(=O)N1C (stereo not drawn)	i	i	i	-2	0.3	i	i	-20	-4	-24	i
Cc1ccc(NC(=O)CN2CCc3cc4c(cc3C2)OCCCO4)cc1C	i	i	i	-1	-0.3	i	i	-30	5	2	i
O=C(O)c1cc(-c2ccco2)nc2ccccc12	i	i	i	2	-0.2	i	i	-1	-5	13	i
CCn1cc(C(=O)N2CCN(c3ccc(C(C)=O)cc3)CC2)c2cc(OC)c(OC)cc2c1=O	i	i	i	2	-0.6	i	i	-4	-1	-5	i
O=C(NCC12CC3CC(CC(C3)C1)C2)c1nn2c(c1Cl)NC(c1ccco1)CC2C(F)(F)F (stereo not drawn)	i	i	i	37	-0.1	i	i	-39	-11	23	i
COc1ccc(C(C(=O)NCC2CCCO2)N(C(=O)CNC(=O)c2ccco2)c2cc(C)cc(C)c2)cc1OC (stereo not drawn)	i	i	i	-4	0.5	i	i	-14	-2	2	i
COc1cccc(C(=O)COC(=O)C(C)N2C(=O)C3C4C=CC(C4)C3C2=O)c1 (stereo not drawn)	i	i	i	-9	-0.4	i	i	-29	-1	-33	i
NC(=O)c1ccc(CN2CCc3ccccc3C2)cc1	i	i	i	8	1.1	i	i	-6	3	1	i
CCn1cc(CN2CCC(n3nccc3NC(=O)Cc3ccccc3)CC2)cn1	i	i	i	?	-0.2	i	i	-10	-10	7	i
COc1cccc(CNC(=O)CCCn2nc(C)c3c(C)n(-c4ccc(C)cc4)nc3c2=O)c1OC	i	i	i	2	-0.1	i	i	-1	14	34	i
CC(C)CCNCC1OCc2ccccc2CO1	i	i	i	7	-0.3	i	i	8	0	3	i
COc1ccc(CC(=O)OCC(=O)Nc2cccc(Cl)c2)cc1	i	i	i	12	-0.6	i	i	2	-3	-8	i
Cn1c(=O)[nH]c(=O)c2c1nc(NCCCO)n2Cc1ccc(F)cc1	i	i	i	-8	-0.7	i	i	-27	1	11	i
CCCCNC(=O)c1cc(-c2ccc3c(c2)OCO3)on1	i	i	i	-13	0.8	i	i	-55	6	-66	i
O=C(CCS(=O)(=O)c1ccccc1)Nc1nncs1	i	i	i	1	-0.4	i	i	9	2	-7	i
CC(=O)COC(=O)c1cccc(N2C(=O)C3C4C=CC(C4)C3C2=O)c1 (stereo not drawn)	i	i	i	6	-0.3	i	i	10	2	-24	i
O=C(C1CCN(S(=O)(=O)c2ccc(Cl)cc2)CC1)N1CCC1	i	i	i	-10	-0.4	i	i	/	/	15	i
O=C(Nc1ccnn1C1CCN(Cc2c(F)cccc2Cl)CC1)C1CCCC1	i	i	i	-3	-0.2	i	i	-29	-6	-1	i
COC(=O)c1c(C)[nH]c(C)c1C(C)=O	i	i	i	10	-0.4	i	i	-7	-1	-23	i
Nn1cnnc1N/N=C/c1ccc(Cl)cc1Cl	i	i	i	11	3.7	i	i	-25	-7	-10	i
CC(C)=CC(=O)Nc1ccc(Br)cc1	i	i	i	3	1.5	i	i	-124	4	-191	i

A second format for 10 compounds above.
Compound,MrgX1 antag,TRPC4 block,TRPC4 act,SKKanGAS inh,HIF act,TRPC6 act,TRPC6 inh,KLF5 inhibitor,IEC-6 cytotox,aSyn UTR inh,TRPC4 PAM
Cc1ccc(C(=O)NCCCNC(=O)c2ccccc2F)cn1,i,i,i,2,0.0,i,i,-15,0,-12,i
O=C(Cc1ccc(F)cc1)N1CCC(CC2CC(c3ccc(Cl)cc3)=NO2)(C(=O)NCC2CCCCC2)CC1 (stereo not drawn),i,i,i,34,0.1,i,i,-13,-7,27,i
Cc1onc(-c2ccccc2)c1C(=O)n1nnc2ccccc21,i,i,i,-9,-0.7,i,i,-17,3,16,i
COc1ccc(NS(=O)(=O)c2cc(NC(=O)c3sccc3C)ccc2N2CCOCC2)cc1,i,i,i,8,2.6,i,i,-22,-3,-43,i
CC1C2C(c3ccccc3)N(C)C(=O)N(C)C2N(C)C(=O)N1C (stereo not drawn),i,i,i,-2,0.3,i,i,-20,-4,-24,i
Cc1ccc(NC(=O)CN2CCc3cc4c(cc3C2)OCCCO4)cc1C,i,i,i,-1,-0.3,i,i,-30,5,2,i
O=C(O)c1cc(-c2ccco2)nc2ccccc12,i,i,i,2,-0.2,i,i,-1,-5,13,i
CCn1cc(C(=O)N2CCN(c3ccc(C(C)=O)cc3)CC2)c2cc(OC)c(OC)cc2c1=O,i,i,i,2,-0.6,i,i,-4,-1,-5,i
O=C(NCC12CC3CC(CC(C3)C1)C2)c1nn2c(c1Cl)NC(c1ccco1)CC2C(F)(F)F (stereo not drawn),i,i,i,37,-0.1,i,i,-39,-11,23,i
COc1ccc(C(C(=O)NCC2CCCO2)N(C(=O)CNC(=O)c2ccco2)c2cc(C)cc(C)c2)cc1OC (stereo not drawn),i,i,i,-4,0.5,i,i,-14,-2,2,i

The list goes on.
SMILES	MrgX1 antag	TRPC4 block	TRPC4 act	SKKanGAS inh	HIF act	TRPC6 act	TRPC6 inh	KLF5 inhibitor	IEC-6 cytotox	aSyn UTR inh	TRPC4 PAM
CCOC(=O)C(CCCCCCP(=O)(c1ccccc1)c1ccccc1)NC(C)=O (stereo not drawn)	i	i	i	-3	0.0	i	i	-23	-5	-2	i
O=C(Nc1cccc(-c2cn3cccnc3n2)c1)Nc1ccccc1F	i	i	i	-5	1.2	i	i	-11	-6	-34	i
Cc1ccc(CN2CC(C(=O)O)CC2=O)cc1 (stereo not drawn)	i	i	i	-3	-0.3	i	i	-27	0	4	i
CCN(CC)CCCN1C(=O)C(O)=C(C(=O)c2ccco2)C1c1ccc(OC(C)C)cc1 (stereo not drawn)	i	i	i	-7	0.0	i	i	-14	-1	-2	i
CCOc1ccccc1N/C(=N/c1nc(C)cc(C)n1)NC(=O)Nc1ccc(Cl)c(Cl)c1	i	i	i	-11	-0.1	i	i	-23	3	-2	i
FC(F)(F)c1ccc(N2CCN(c3cc(-c4ccccc4)nc4ncnn34)CC2)nc1	i	i	i	23	/	i	i	15	1	5	i
Cc1ccc(S(=O)(=O)N2CCN(CC(=O)NC(=O)NCc3ccccc3)CC2)cc1C	i	i	i	-3	1.0	i	i	-33	-3	31	i
CSc1cccc(CN2CCC(CCC(=O)NC3CC3)CC2)c1	i	i	i	4	-0.2	i	i	-2	5	-3	i
Cc1ccc(CSc2nnc3c(n2)OC2(Nc4ccccc4-3)C(=O)Nc3ccc(F)cc32)cc1 (stereo not drawn)	i	i	i	-7	0.1	i	i	-12	-8	-6	i
Cc1ccc(C)c(N(CC(=O)NCc2ccco2)C(=O)CNS(=O)(=O)c2ccc(F)cc2)c1	i	i	i	13	0.1	i	i	-19	0	0	i
CCc1nn(CC(=O)NCCc2ccc(OC)cc2OC)c(=O)c2cc3occc3n12	i	i	i	-4	0.5	i	i	-57	2	2	i
CCN(c1ccccc1)S(=O)(=O)c1ccc2ccccc2c1	i	i	i	13	-5.9	i	i	14	-1	26	i
COc1ccc(C(=O)NC(=S)Nc2ccccc2N2CCOCC2)cc1[N+](=O)[O-]	i	i	i	-3	-0.1	i	i	14	6	-15	i
CCOC(=O)CSc1nc(C)cc(=O)[nH]1	i	i	i	-2	0.2	i	i	14	-6	37	i
Cc1c(F)cccc1NS(=O)(=O)c1ccccc1C#N	i	i	i	-7	-0.5	i	i	-24	2	11	i
C=C(C)CN(CC)C(=O)CC1C(=O)NCCN1Cc1c(F)cccc1Cl (stereo not drawn)	i	i	i	-5	-0.2	i	i	-26	6	13	i
CC(Cc1n[nH]c(=S)n1N)c1ccccc1 (stereo not drawn)	i	i	i	-1	0.8	i	i	0	2	8	i
COc1cc(/C=N/OCC(=O)NC2CCCCC2)ccc1OCc1ccccc1	i	i	i	9	1.3	i	i	-65	2	-97	i
CN(CC(=O)NCCc1ccc(S(N)(=O)=O)cc1)c1ccccc1	i	i	i	3	1.7	i	i	-4	2	23	i
COc1cccc(CC(=O)N2CCC(CCC(=O)Nc3cccc(OC)c3)CC2)c1	i	i	i	2	0.5	i	i	-29	0	-8	i
O=C1CCNc2c(Cl)cccc21	i	i	i	3	0.3	i	i	-20	-3	-12	i
COc1ccc(CNC(=O)/C(C#N)=C/c2cccc(OC)c2OC)cc1	i	i	i	-6	-18	i	i	-37	0	-25	i
CCOC(=O)C(C(=O)OCC)N(C#N)c1nc(C)cc(C)n1	i	i	i	2	/	i	i	-33	-5	-8	i
COc1ccc(S(=O)(=O)N2c3ccccc3OCC2C(C)(C)C)cc1 (stereo not drawn)	i	i	i	32	1.9	i	i	-7	0	18	i
CCN(CC(=O)Nc1ccccc1OC)C(=O)C1CC2C=CC1C2 (stereo not drawn)	i	i	i	-4	-0.4	i	i	-23	0	5	i
CC(C/C=N/NC(=O)COc1cc(Cl)ccc1Cl)c1ccccc1 (stereo not drawn)	i	i	i	-7	0.9	i	i	-37	0	10	i
COC(=O)c1sc(NC(=O)c2cc3c(s2)CCCC3)nc1C	i	i	i	-4	1.8	i	i	-23	7	-204	i

Source: PubChem
